# Bcl-B TR3 displacers = displacers of TR3 peptide from Bcl-B, primary screen, selectivity assay for Bfl-1 inhibitor project, biochemical, fluorescence polarization | FP displacement of FITC-TR3 peptide from Bcl-B; higher % means a stronger effect | AID 748 | 96,000 tested, 0.11% active | displacement, % at 20 µM; hits with a dose series show IC50 in µM;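 active = displacement above 50% at 20 µM plus a fluorescence interference ratio under 1.5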;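 note: plate controls were wells without compound for no effect and wells lacking Bcl-B protein for full effect; a part of the inactive calls stands beside numbers as strong as those of hits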
# MRP resist rev = compounds reversing MRP-mediated drug resistance | H69AR cells + 2 uM doxorubicin, CellTiter-Glo, 72 h | differential viability (reversal), % at 10 µM | 85,000 tested, 0.04% active | AID 602;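 active = viability drop by adding the cancer drug above about 55%, with treated viability meeting a 40% cutoff, limit read from the data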;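 note: viability without doxorubicin minus viability with 2 µM doxorubicin for each compound; larger differential means the compound sensitizes cells more to doxorubicin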
# PLAP inhibition = inhibition of human placental alkaline phosphatase – biochemical, luminescence, HTS (AID 690). inhibition, % at 20 µM, or IC50 in µM where a hit was titrated. purified PLAP, luminescent substrate; higher % means a stronger effect. 96,000 tested, 0.08% active; in the data active = a potency from the dose series; inactive = the rest, 99 in 100 with inhibition below about 30%; note: strong numbers were not always called active
# IL1B NFkB pot = enhances IL-1B driven NFkB nuclear translocation; AID 819; activation, % at 2 µM; HUVEC IL-1B NFkB p65 nuclear translocation imaging; 94,000 tested, 0.3% active;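 active = activation above 40%, about the mean plus 3 SD, also judged a hit on visual image review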;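 note: percent activation is computed from the nuclear over cytoplasmic p65 intensity ratio; values of inactives mirror those of a sister screen read the other way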
# IL1B NFkB inh = blocks IL-1B driven NFkB nuclear translocation in HUVEC cells. 94,000 tested, 0.43% active. HUVEC IL-1B NFkB p65 nuclear translocation imaging. inhibition, % at 2 µM;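 active = inhibition above about 30% together with a positive call from visual inspection of the well image, limit read from the data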;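 note: nuclear over cytoplasmic p65 intensity ratio measured by imaging; 0% = IL-1B stimulated DMSO wells and 100% = unstimulated DMSO wells; values of inactives mirror those of a sister screen read the other way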
# MRP resist rev cytotoxicity = second read-out of MRP resist rev, no call of its own (marks repeat the call); viability, %; H69AR cells, CellTiter-Glo, 72 h; measured here: cytotoxicity without doxorubicin
# MRP resist rev with doxorubicin = recorded beside MRP resist rev, whose call it bears; viability, %; measured here: viability with 2 uM doxorubicin; stronger effect = lower value
# IL1B NFkB inh cell count 2 µM = second read-out of IL1B NFkB inh, no call of its own (marks repeat the call); cell count; measured here: cells passing quality filter;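 raw number of nuclei counted in each imaged well without normalization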
# IL1B NFkB pot cell count 2 µM = second read-out of IL1B NFkB pot, no call of its own (marks repeat the call); cell count; measured here: cells passing quality filter
# Active calls of the source: *; . = not tested or not shown. Only part of the results is shown, so the mix of outcomes need not match the whole.
SMILES,Bcl-B TR3 displacers,MRP resist rev,MRP resist rev cytotoxicity,MRP resist rev with doxorubicin,PLAP inhibition,IL1B NFkB pot,IL1B NFkB pot cell count 2 µM,IL1B NFkB inh,IL1B NFkB inh cell count 2 µM
O=c1cc(-c2ccco2)oc2c1ccc1ccccc12,-3.7%,-3.4,79.2,82.5,-13.1%,10.6,179,-10.6,179
CCOC(=O)c1ccc(N/C=C/C(=O)c2ccc(OC)c(OC)c2)cc1,9.2%,.,.,.,7.9%,-5.7,115,5.7,115
COc1ccc(NC(=O)Cn2nc(Cc3cccnc3)c3ccccc3c2=O)cc1OC,2.0%,4.1,85.9,81.8,2.8%,9.7,67,-9.7,67
Nn1c(SCc2ccccc2)nnc1-c1ccco1,-4.8%,16.7,91.1,74.4,0.6%,-14.1,55,14.1,55
CN(Cc1nc(-c2ccccn2)no1)S(=O)(=O)c1ccc(Cl)cc1,-9.2%,12.6,99.7,87.1,13.7%,22.3,122,-22.3,122
CC(=O)N(c1cccc(C)c1)C1SC(=O)N(c2ccccc2)C1=O (stereo not given),-1.8%,-4.9,103.4,108.3,-64.5%,2.9,102,-2.9,102
CC(=O)c1cc(C(=O)Nc2ccc(C(=O)O)cc2)oc1C,-6.1%,4.4,107.7,103.2,21.5%,7.4,167,-7.4,167
CCc1nc(Nc2ccccc2)c2oc3ccccc3c2n1,-8.9%,.,.,.,7.0%,1.2,160,-1.2,160
N#C/C(=C(/O)COC(=O)CCc1ccc(S(=O)(=O)N2CCOCC2)cc1)c1nc2ccccc2[nH]1,-7.9%,-26.7,41.2,67.9,-23.3%,21.7,131,-21.7,131
CN(Cc1ccccc1)Cc1nc2c([nH]1)c(=O)[nH]c(=O)n2C,0.6%,.,.,.,-28.3%,-7.8,150,7.8,150
CCOC(CNC(=O)c1cccn2c(=O)c3cc(Cl)ccc3nc12)OCC,-3.1%,-23.7,38.4,62.1,-33.9%,2.8,148,-2.8,148
CC(C)N(C(=O)Cn1c(SCC(=O)N2CCN(c3ccccc3)CC2)nc2ccccc21)C(C)C,6.4%,-13.0,73.8,86.8,-6.0%,.,.,.,.
O=C(Nc1ccc(Cl)cc1)C1=Cc2cc(Cl)ccc2OC1,-7.0%,-3.6,75.5,79.1,9.4%,7.5,50,-7.5,50
CCc1cccc(C)c1NC(=O)C(c1ccc(O)cc1)N1CCC1=O (stereo not given),-9.4%,.,.,.,3.8%,-10.6,154,10.6,154
COc1ccccc1Nc1nc(-c2sc(NC(=O)CC(C)C)nc2C)cs1,-38.3%,.,.,.,6.9%,-5.8,181,5.8,181
OC1(c2ccc(OC(F)F)cc2)CSC(=Nc2cccnc2)N1C1CC1 (stereo not given),0.1%,14.2,81.0,66.8,2.2%,-0.4,168,0.4,168
CCCn1nnnc1NC(=O)CSc1ccc(Cl)cc1,-5.0%,-3.5,65.2,68.7,5.4%,-3.7,93,3.7,93
Cc1ccc(NC(=O)/C=C/c2cccs2)c([N+](=O)[O-])c1,-3.2%,.,.,.,-8.9%,0.2,160,-0.2,160
Cc1ccc(NC(=O)CCNS(=O)(=O)c2cccc3nonc23)cc1,-0.9%,3.5,93.8,90.3,15.7%,.,.,.,.
Fc1ccc(-c2ccc(-c3nn4c(-c5ccco5)nnc4s3)o2)cc1,-2.8%,-21.0,40.1,61.2,5.0%,14.6,121,-14.6,121
CCC(CC)c1nnc(NC(=O)c2ccc(N3CCCC3=O)cc2)s1,1.6%,-4.2,90.6,94.8,10.7%,-2.0,188,2.0,188
CCOC(=O)c1oc2ccccc2c1NC(=O)c1cccc(OC)c1,-9.7%,1.5,77.9,76.4,-13.8%,-2.3,154,2.3,154
Cn1c(=O)c(C(=O)CN2CCOCC2)c(N)n(Cc2ccccc2)c1=O,10.4%,5.3,91.2,85.9,-18.9%,16.1,108,-16.1,108
COc1ccccc1C(=O)NCCNC(=O)c1ccco1,.,-2.5,95.6,98.0,.,8.3,160,-8.3,160
COc1ccc(-n2c(Cc3cccn3C)nnc2SCC(=O)Nc2cc(Cl)ccc2OC)cc1,-1.1%,5.1,70.8,65.7,-33.2%,.,.,.,.
C=CCn1c(-c2cccs2)nc2ccccc21,-4.8%,9.3,80.6,71.3,23.7%,-0.4,131,0.4,131
COC(=O)CC1C(=O)NCCN1C(=O)CSc1nnc(Nc2ccc(OC)cc2)s1 (stereo not given),-4.5%,-0.1,84.0,84.1,-51.5%,5.5,190,-5.5,190
Cc1oc2ccc(OC(=O)N3CCOCC3)cc2c1C(=O)OC(C)C,-11.2%,-17.3,74.5,91.8,-41.8%,.,.,.,.
O=C(NCc1ccco1)c1cnc2n(c1=O)CCS2,13.0%,14.8,90.9,76.0,4.4%,16.8,168,-16.8,168
Cn1c(=O)c2c(-c3ccccc3)n3c4ccccc4ncc3c2n(C)c1=O,.,1.5,37.8,36.2,.,10.7,110,-10.7,110
CCC1SC2=NC(C)=C(C(=O)OC)C(c3ccc(C)cc3)N2C1=O (stereo not given),-7.4%,4.9,106.9,102.0,-51.4%,4.8,104,-4.8,104
CC1(C)CC2(CC(C)(C)NC(=O)N2)NC(=O)N1,3.2%,-2.6,98.5,101.1,-13.6%,-0.9,31,0.9,31
COc1ccc(/C=N/n2cc(-c3ccc(OC)cc3)nc2N)cc1,-4.6%,-18.9,25.1,44.0,-50.9%,-4.2,157,4.3,157
COC(=O)C1=C(N)c2c(F)cccc2C1(C#N)c1ccccc1 (stereo not given),-0.2%,-6.7,62.2,68.8,3.0%,.,.,.,.
COc1cccc(-c2nnc(SCc3ccc(C#N)cc3)n2Cc2ccco2)c1,-28.6%,-2.2,65.8,68.0,-36.9%,12.7,78,-12.7,78
O=c1[nH]c2cc3c(cc2cc1CN(Cc1nnnn1CC1CCCO1)C1CCCCC1)OCO3 (stereo not given),-4.5%,-10.8,68.6,79.5,-6.8%,1.5,83,-1.5,83
CC(=O)Nc1cc(C(C)(C)C)c(O)c(C(C)(C)C)c1,-1.3%,-6.5,96.2,102.6,-42.0%,-2.5,104,2.5,104
Cc1ccc(S(=O)(=O)N2CCN(C(=O)N3CCOCC3)C2C)cc1 (stereo not given),2.5%,20.0,111.5,91.5,-31.1%,0.9,125,-0.9,125
CN(C)S(=O)(=O)c1ccc2c(c1)nc1n2CCC1,-5.4%,9.3,96.5,87.2,10.6%,1.8,158,-1.8,158
CN(C)CCNc1ncnc2c1sc1nc(N3CCOCC3)c3c(c12)CC(C)(C)SC3,3.3%,7.5,94.0,86.6,-33.9%,-5.8,111,5.8,111
Fc1ccc(CSc2nncn2NCc2ccc3c(c2)OCO3)cc1,-3.1%,2.2,96.4,94.2,-4.7%,26.3,154,-26.3,154
CCN(CC)CCCN(Cc1cc2cc3c(cc2[nH]c1=O)OCO3)C(=O)Nc1ccccc1OC,-1.5%,2.4,83.2,80.8,-45.1%,-12.1,94,12.1,94
O=C(Nc1ccnc(-c2cccnc2)n1)c1ccc(Cl)cc1,-2.4%,.,.,.,17.0%,6.0,111,-6.0,111
COc1ccccc1C1C2C(=O)N(c3ccccc3)C(=O)C2ON1c1ccccc1 (stereo not given),-6.5%,3.2,87.9,84.7,-23.7%,5.0,72,-5.0,72
COc1cc(C2C(C(C)=O)=C(O)C(=O)N2CCc2c[nH]c3ccccc23)ccc1O (stereo not given),4.6%,-9.0,101.6,110.6,-8.3%,-1.5,125,1.5,125
Cc1cc(C)n(/N=C/c2c[nH]c3ccccc23)c(=O)c1,-1.5%,-3.9,91.8,95.7,-2.4%,3.1,158,-3.1,158
Cc1noc(C)c1S(=O)(=O)Nc1ccc(C(=O)NC2CCCCC2C)cc1 (stereo not given),-11.3%,.,.,.,-19.7%,13.2,202,-13.2,202
COc1ccc(OC)c(NC(=O)Cn2cc(C#N)c3ccccc32)c1,-3.4%,-10.6,62.1,72.7,12.9%,15.6,126,-15.6,126
COCCNC(=O)CSc1nc2ccc(N3CCOCC3)cc2c(=O)n1Cc1ccc(OC)cc1,10.3%,.,.,.,-26.0%,-5.1,171,5.1,171
CC(=O)Nc1ccc(C(=O)CSc2nnc3scc(-c4ccccc4)n23)cc1,2.1%,-19.0,53.3,72.3,16.4%,11.7,105,-11.7,105
Cc1ccc2nc(N3CCN(C)CC3)c(C#N)cc2c1,3.0%,4.3,92.2,88.0,-11.4%,-5.0,122,5.0,122
CC1CCCCC1NC(=O)C1CCN(S(=O)(=O)c2ccc3c(c2)CCC(=O)N3)CC1 (stereo not given),2.8%,4.8,92.8,87.9,-12.5%,16.9,182,-16.9,182
Cc1ccc(C=C2C(=O)c3ccccc3C2=O)s1,4.7%,.,.,.,12.3%,1.6,187,-1.6,187
CC(C)OC(=O)CSc1nnc(-c2cnccn2)n1C,.,2.0,94.1,92.2,.,-7.7,112,7.7,112
CC(C)c1ccc(NC(=O)COc2ccc(S(=O)(=O)N3CCOCC3)cc2)cc1,-0.1%,.,.,.,9.0%,1.9,147,-1.9,147
CCOC(=O)C(NC(C)=O)C(OC(C)=O)c1cccc(N(CCO)CCO)c1 (stereo not given),5.9%,6.1,94.9,88.8,-17.3%,2.8,195,-2.8,195
Cc1nc(Oc2ccc(Cl)cc2)c2oc3ccccc3c2n1,0.1%,-0.3,81.5,81.7,1.6%,-9.3,126,9.3,126
Oc1c(C(c2ccco2)N2CCOCC2)sc2ncnn12 (stereo not given),1.6%,4.1,91.8,87.7,-32.4%,-2.3,42,2.3,42
O=C(Nc1ccc(S(=O)(=O)NCc2ccccc2)cc1)Nc1ccc2c(c1)OCO2,-28.5%,2.9,52.5,49.6,16.2%,3.0,114,-3.0,114
FC(F)(F)c1nnc2ccc(N3CCN(c4ccccc4)CC3)nn12,-3.1%,6.2,92.5,86.3,-11.4%,.,.,.,.

# Another view of part of the listing above.
Compound | Bcl-B TR3 displacers | MRP resist rev | MRP resist rev cytotoxicity | MRP resist rev with doxorubicin | PLAP inhibition | IL1B NFkB pot | IL1B NFkB pot cell count 2 µM | IL1B NFkB inh | IL1B NFkB inh cell count 2 µM
CC(=O)Nc1ccc(C(=O)CSc2nnc3scc(-c4ccccc4)n23)cc1 | 2.1% | -19.0 | 53.3 | 72.3 | 16.4% | 11.7 | 105 | -11.7 | 105
Cc1ccc2nc(N3CCN(C)CC3)c(C#N)cc2c1 | 3.0% | 4.3 | 92.2 | 88.0 | -11.4% | -5.0 | 122 | 5.0 | 122
CC1CCCCC1NC(=O)C1CCN(S(=O)(=O)c2ccc3c(c2)CCC(=O)N3)CC1 (stereo not given) | 2.8% | 4.8 | 92.8 | 87.9 | -12.5% | 16.9 | 182 | -16.9 | 182

# (continued)
SMILES,Bcl-B TR3 displacers,MRP resist rev,MRP resist rev cytotoxicity,MRP resist rev with doxorubicin,PLAP inhibition,IL1B NFkB pot,IL1B NFkB pot cell count 2 µM,IL1B NFkB inh,IL1B NFkB inh cell count 2 µM
CN(C)S(=O)(=O)c1cccc(C(=O)OCC(=O)Nc2sccc2C(N)=O)c1,-1.0%,7.3,88.6,81.3,.,-0.8,96,0.8,96
Cc1ccc(NC(=O)c2c(C(F)(F)F)nn(C)c2SCc2cccc(C(F)(F)F)c2)cc1C,-14.1%,.,.,.,-3.0%,.,.,.,.
COC(=O)c1ccc2ccn(CC(=O)NC3CCCCC3)c2c1,-10.9%,-2.7,92.5,95.2,17.1%,7.2,180,-7.2,180
COc1cccc(CN(C)C(=O)c2ccc(S(=O)(=O)N3CCCC3)cc2)c1OC,-0.8%,8.3,82.2,74.0,-32.0%,-8.7,151,8.7,151
CCC(=O)N1CCCc2cc(S(=O)(=O)N3CCN(C4CCCCC4)CC3)ccc21,6.4%,-5.6,78.1,83.6,-57.1%,.,.,.,.
COc1ccc(Cl)cc1C(=O)OCC(=O)NC(=O)c1cccn1C,8.8%,0.2,95.5,95.3,31.1%,15.8,123,-15.8,123
O=C(Nc1cccc(F)c1)N(Cc1ccc(Cl)cc1)CC(O)C(F)(F)F (stereo not given),-0.8%,.,.,.,9.8%,3.6,107,-3.6,107
O=C(O)c1cc2c(s1)-c1ccccc1OC2,-2.6%,-8.4,98.6,107.0,-12.1%,.,.,.,.
O=C(Nc1ccc(Cl)c(Cl)c1)N1CC=C(c2ccccc2)CC1,-9.9%,-19.5,66.0,85.5,4.4%,15.2,157,-15.2,157
